Compound activity deposited in PubChem by NCI.
Growth percent in the NCI-60 one-dose screen (48 h, 10 µM unless noted): 100 = growth as untreated, 0 = no growth, -100 = all killed.
MCF7: MCF7 breast cancer | hit rate 6.3% among 82,000
HS 578T: HS 578T breast cancer | hit rate 4.1% among 78,000
MALME-3M: MALME-3M melanoma; AID 1794766; hit rate 5.8% among 78,000
BT-549: BT-549 breast cancer. AID 1794793. hit rate 4.4% among 78,000
MDA-MB-231: MDA-MB-231 breast cancer; hit rate 5% among 81,000
SK-MEL-2: SK-MEL-2 melanoma; hit rate 4.7% among 77,000; AID 1794763
T-47D: T-47D breast cancer; hit rate 5% among 79,000
LOX IMVI: LOX IMVI melanoma; AID 1794757; hit rate 7.4% among 79,000
Active calls of the source: *; x = no result given; & = joins results of further samples. The calls were made as follows: active = growth percent below 10; inactive = the rest.

cpd	Compound	MCF7	HS 578T	MALME-3M	BT-549	MDA-MB-231	SK-MEL-2	T-47D	LOX IMVI
1	O=C1Nc2ccccc2/C1=C/c1c[nH]c2ccc(C(=O)O)cc12	93	95	77	106	93	93	98	95
2	COc1cc(CC(CC(=O)c2ccc3c(c2)OCO3)(C(=O)O)C(=O)O)cc(OC)c1OC	93	105	92	91	120	100	96	96
3	Oc1ccc2ccccc2c1I	100	89	93	x	57	97	103	90
4	CC1=C(C)C(=O)C(N2CCC3(CC2)OCCO3)=CC1=O	83	x	90	127	x	122	107	x
5	O=S(=O)(O)CCSSCCS(=O)(=O)O	96&101	117&112	122&117	117&111	100&100	130	110&117	104&95
6	N#Cc1ccc(SSc2ccc(C#N)cc2)cc1	88	104	84	x	88	99	88	95
7	CC(C)(O)CNC(=O)c1cccc([N+](=O)[O-])c1	100	126	116	112	118	99	100	97
8	Cn1cccc1-c1cc(-c2ccccc2Cl)c(C#N)c(=O)[nH]1	92	96	84	90	96	102	x	89

Given with two lines to a compound: 2 of the compounds above.
Each structure is followed by: MCF7 | HS 578T | MALME-3M | BT-549 | MDA-MB-231 | SK-MEL-2 | T-47D | LOX IMVI
1	O=C1Nc2ccccc2/C1=C/c1c[nH]c2ccc(C(=O)O)cc12
  93 | 95 | 77 | 106 | 93 | 93 | 98 | 95
5	O=S(=O)(O)CCSSCCS(=O)(=O)O
  96&101 | 117&112 | 122&117 | 117&111 | 100&100 | 130 | 110&117 | 104&95

Next part
cpd	Compound	MCF7	HS 578T	MALME-3M	BT-549	MDA-MB-231	SK-MEL-2	T-47D	LOX IMVI
9	O=C(Cc1ccccc1)NNc1nc(Cl)nc(Cl)n1	90	103	104	114	99	114	106	102
10	COc1ccc(C(=O)/C=C/c2ccc(/C=C/c3ccc(Cl)cc3)cc2)cc1	93	x	87	103	103	106	82	105
11	O=C1C(Cl)=C(NCCCO)C(=O)c2ccccc21	68&92	49&95	80&85	98&114	96&96	101&113	90&99	57&67
12	C1COC2(CCC3(CC2)OCCO3)O1	95	105	96	98	121	104	93	99
13	Cc1c(C(=O)NNC(=O)Nc2ccc(Cl)cc2)nnn1-c1ccc(Br)cc1	85	x	91	102	x	109	89	x
14	COc1ccc(-c2nnc(SCC(=O)Nc3ccc(C(=O)/C=C/c4ccc(Cl)cc4)cc3)o2)cc1	61	106	105	93	94	109	79	90
15	Cc1ccc(-c2cc3nc(C(Cl)Cl)nc(-c4ccc(C)cc4)n3n2)cc1	71	119	117	125	93	x	85	109
16	COc1cc(C(=O)Nc2ccc(N(C)C)cc2)cc(OC)c1OC	78	95	81	97	96	79	91	93

Pulled by structure from the entries so far:
cpd	Compound	MCF7	HS 578T	MALME-3M	BT-549	MDA-MB-231	SK-MEL-2	T-47D	LOX IMVI
14	COc1ccc(-c2nnc(SCC(=O)Nc3ccc(C(=O)/C=C/c4ccc(Cl)cc4)cc3)o2)cc1	61	106	105	93	94	109	79	90
9	O=C(Cc1ccccc1)NNc1nc(Cl)nc(Cl)n1	90	103	104	114	99	114	106	102

(continued)
cpd	Compound	MCF7	HS 578T	MALME-3M	BT-549	MDA-MB-231	SK-MEL-2	T-47D	LOX IMVI
17	Nc1c(Cl)c(Cl)cc(Cl)c1Cl	103	126	108	x	100	124	119	100
18	Cc1cc2c(cc1C)NC(=O)CC(=O)N2	106	107	121	89	116	103	107	92
19	CCOc1nc2c(N)ncnc2n1CC(F)F	105	99	105	106	105	122	100	95
20	CC1Cc2c(NCc3ccccc3)ncnc2N(C)c2ccc(Cl)cc21 (stereo unspecified)	36	73	66	69	43	33	61	60
21	CCOC(=O)CCc1c(C(=O)OCC)[nH]c2cccc(C(=O)OCC)c12	83	83	134	73	x	91	34	86
22	CCOC(=O)c1ccc2c(c1)nc(NS(=O)(=O)c1ccc(C(F)(F)F)cc1)n2CCCOC(C)C	91	99	100	101	91	98	91	98
23	C=C1CC[C@@H]2[C@]3(C)COC(c4cn[nH]c4-c4ccc(OC)cc4)O[C@@H]3CC[C@@]2(C)[C@@H]1C/C=C1/C(=O)OCC1O (stereo partly specified)	2.0*	x	-62*	-33*	x	-42*	6.9*	x
24	O=C1/C(=C/C=C/c2ccco2)SC(=S)N1Cc1ccco1	59	102	98	105	111	113	83	97
25	CC1CCc2[nH]c(=O)c(C(N)=O)c(C#N)c2C1 (stereo unspecified)	96	90	101	103	96	93	90	106
26	O=C1C(Cl)=C(Nc2ccccn2)C(=O)c2ccccc21	30	-9.7*	-16*	100	62	88	34	15
27	COc1cc(-c2nc(SCCC(C)C)nc(Nc3ccc(C(=O)O)cc3)c2C#N)cc(OC)c1OC	85	96	92	99	70	97	76	84
28	c1ccc(-c2nn(-c3ccccc3)cc2-c2nc3ccccc3[nH]2)cc1	69	93	112	100	87	102	79	85
29	CC(=O)c1c(C)nc(SCC(=O)Nc2ccc(F)cc2)n1-c1ccc(Cl)cc1	85	94	90	93	77	95	78	86
30	CCOC(=O)C1(C#N)C(=O)CSC1=Nc1ccccc1Cl (stereo unspecified)	90	110	104	128	106	84	93	103
31	CC1C(=O)C2C(CCC3=CC(=O)CCC32C)C2CCC(C(C)(C)OCCO)C12C (stereo unspecified)	80	98	97	86	99	89	83	98
32	CCCCCC(=O)NNc1ccccc1	90	91	102	95	60	x	65	53
33	Cc1ccc(-c2nc(C(Cl)Cl)nc3cc(C)nn23)cc1	21	-11*	-12*	56	8.6*	66	41	52
34	CCN(CC)C(=O)c1ccc([N+](=O)[O-])cc1	93	125	x	104	101	106	90	100
35	O=C(NCCNC(c1ccccc1)C(NCCNC(=O)c1ccccc1)c1ccccc1)c1ccccc1 (stereo unspecified)	71	115	101	96	98	46	98	76
36	COc1ccccc1C(O)(c1ccccc1)c1ccccc1OC	120	105	113	100	104	94	89	95
37	O=C(O)c1ccc(Nc2ccnc(SCC(=O)c3ccc([N+](=O)[O-])cc3)n2)cc1	98	105	111	101	95	106	101	98
38	N#C/C=C1/SCC(=O)N1CC(=O)N1CCN(c2cc3c(cc2F)c(=O)c(C(=O)O)cn3C2CC2)CC1	95	99	100	129	105	x	109	89
39	CCC1=CCC(=O)O1	93	101	100	100	111	100	98	102
40	Nc1c(Cl)ncnc1Nc1ccc(C(=O)O)cc1	104	97	131	112	97	104	x	99

Exported with two lines to a compound: entries from further up
Order of values – MCF7	HS 578T	MALME-3M	BT-549	MDA-MB-231	SK-MEL-2	T-47D	LOX IMVI
[33] Cc1ccc(-c2nc(C(Cl)Cl)nc3cc(C)nn23)cc1
    21	-11*	-12*	56	8.6*	66	41	52
[34] CCN(CC)C(=O)c1ccc([N+](=O)[O-])cc1
    93	125	x	104	101	106	90	100
[35] O=C(NCCNC(c1ccccc1)C(NCCNC(=O)c1ccccc1)c1ccccc1)c1ccccc1 (stereo unspecified)
    71	115	101	96	98	46	98	76
[36] COc1ccccc1C(O)(c1ccccc1)c1ccccc1OC
    120	105	113	100	104	94	89	95

Remaining list, next part
cpd	Compound	MCF7	HS 578T	MALME-3M	BT-549	MDA-MB-231	SK-MEL-2	T-47D	LOX IMVI
41	CN(C)CCCn1c2c(c3ccc(N4CCNCC4)cc3c1=O)C(=O)c1ccccc1-2	-28*	49	21	54	-50*	40	44	-90*
42	NS(=O)(=O)Oc1ccc(NC(=O)C23CC4CC(CC(C4)C2)C3)cc1F	96	96	95	88	96	104	77	89
43	N#CCN1CCCCC1	95	98	100	108	106	102	92	95
44	Nc1c(C(=O)Nc2ccncc2)sc2nc3c(cc12)CCCC3	82	103	106	86	86	90	57	98
45	Cc1nn(C2CC(O)C(O)C(CO)O2)c(=O)[nH]c1=O (stereo unspecified)	102	105	131	108	109	99	x	101
46	COc1cc(-n2cc(C#N)c(N)c2C(=O)c2ccc(F)cc2)cc(OC)c1OC	95	97	98	113	103	100	93	99
47	COc1ccc(-c2cc(-c3nnc(SC/C(=N/O)c4ccccc4)o3)c3ccccc3n2)cc1	90	123	111	109	93	84	65	92
48	Cc1ccc(S(=O)(=O)Oc2ccc(-c3cn4ccoc4n3)cc2)cc1	90	106	106	103	104	110	91	93
49	CCCCCCCCCCCCNC(=O)N1C(=O)CCN1C	91	95	108	100	97	88	81	100
50	COc1ccc(/C=N/NC(=O)CN2C(=O)NC3NC(=O)NC32)cc1 (stereo unspecified)	96	107	101	104	99	109	113	105
51	CCN1C(=O)C2(Nc3ccccc3S2)c2cc(C)ccc21 (stereo unspecified)	101	116	84	110	105	111	94	103
52	CCc1c2c(nc3ccc(OC(=O)NCc4ccc(B5OC(C)(C)C(C)(C)O5)cc4)cc13)-c1cc3c(c(=O)n1C2)COC(=O)[C@]3(O)CC	2.4*	23	-44*	4.1*	13	-28*	4.8*	-72*
53	COc1cc(C2C(C(=O)Nc3ccccn3)=C(C)NC(C)=C2C(=O)Nc2ccccn2)cc(CN2CCCCC2)c1O	98	108	103	108	110	100	87	100
54	O=C(N/N=C/c1ccc2c(c1)OCO2)C1CC1	97	116	x	x	91	102	95	x
55	CCN(CC)CCOC(=O)C(c1ccccc1)C1(O)CCCC(C)C1 (stereo unspecified)	97	99	105	106	99	93	97	102
56	Nc1ccc(Br)cc1Br	97	112	165	91	106	101	100	95
57	C/C=C(C)/C=N/Nc1nc(-c2ccc(OC)cc2)cs1	79	96	88	x	89	90	56	86
58	CC1(C)CC(Cc2ccccc2)C(=O)c2ccccc21 (stereo unspecified)	102	120	88	97	84	95	94	95
59	NS(=O)(=O)c1ccc(C(=O)N/N=C/c2c[nH]c3ccccc23)cc1	90	103	89	102	98	102	97	97
60	CC(=O)c1ccc2c(c1)CCC2	104&98	118	98&97	108&104	108&104	99&92	100&90	101&99
61	O/N=C(\c1ccco1)C(O)c1ccco1 (stereo unspecified)	93	97	101	107	98	107	103	95
62	Cc1ccc(/C=C2\C(=O)N(C)c3ccc(Br)cc32)s1	74	90	118	107	83	104	69	95
63	COc1ccc(C(=O)CN(C=C(C#N)C#N)c2cccnc2)cc1	96	91	91	97	90	99	92	92
64	CCNc1ccc2c(c1)Cc1ccccc1-2	72	103	102	x	80	94	88	100
65	COc1ccc(-c2cc(C(=O)Nc3nc4cc(C)c(C)cc4s3)nc3cc(-c4ccccc4)nn23)cc1OC	99	111	101	122	107	113	103	95
66	CCOC(=O)C(C(C)=O)C(C(C)=O)C(=O)OCC (stereo unspecified)	96	109	94	x	107	x	92	100
67	CSCCC(NC(=O)c1ccccc1)C(=O)N/N=C1\S/C(=C/c2ccc(Cl)cc2)C(=O)N1Cc1ccccc1 (stereo unspecified)	82	104	109	97	81	102	94	104
68	Cc1cc(N2CCC(C)CC2)nc(N2CCN(CC(=O)Nc3ccc4c(ccn4Cc4ccccc4)c3)CC2)n1	58	78	82	91	83	87	51	77
69	COc1ccc(-c2nc(C(Cl)Cl)nc3cc(-c4ccccc4)nn23)cc1	29	-6.9*	-45*	38	6.7*	77	46	24
70	NNC(=O)Cc1ccccc1	91	96	100	108	84	x	85	51
71	O=C(CCCCl)Nc1nc(-c2ccc(Cl)cc2)cs1	92	104	98	89	89	103	76	101
72	COc1cc(CNS(=O)(=O)c2ccc(C)cc2)ccc1OCc1cn(-c2ccc([N+](=O)[O-])cc2)nn1	88	96	96	100	102	104	107	97
73	CCn1c(Sc2nnc(Nc3ccc(C)cc3)s2)nc2c1c(=O)n(C)c(=O)n2C	92	79	103	91	81	106	89	94
74	O=C(O)c1ccccc1C(=O)OC1CCCC2CCCC21 (stereo unspecified)	95	x	133	x	121	136	96	95
75	COc1cccc(NC(=O)c2cccc(-c3cc(=O)c4c(OC)c(OC)c(OC)cc4o3)c2)c1	88	46	85	54	60	76	44	50
76	Oc1ccc2ccccc2c1CN1CCOCC1	106	112	121	103	109	103	104	115
77	CCCCCCOC(=O)c1nn(C(C)=O)c2ccccc12	93	111	110	96	104	106	99	100
78	Cc1c2cccnc2c(C)c2c1c1cc(C(=O)O)ccc1n2C	45	88	86	83	71	96	57	59
79	CN(C/C=C/c1ccccc1)Cc1cccc2ccccc12	97	101	94	92	93	90	80	98
80	CN(C)c1ccc(N=Nc2ccc3ccccc3c2)cc1	44	98	101	101	69	99	x	73

The order is random; 11% or so of the library scored in one or more.
